# Mot1-301 SUMO – inhibitors of SUMOylation pathway: yeast Mot1-301 growth rescue. S. cerevisiae Mot1-301 growth rescue, ATP luminescence, 38.5C; percent above DMSO median, 100 means doubled. growth rescue, % at 18.8 µM. 320,000 compounds, 1% hits;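 active means every valid replicate shows activation above 250% relative to neutral control wells; inactive means the rest, any valid replicate at or below 250%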;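 further: OY570 slx delta 5 strain wells were the positive control but not used for scaling; some compounds called inactive have numbers as strong as hits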
# E coli growth – reduces bacterial viability in AddAB counter-screen. E. coli V3065 growth, OD600 absorbance, 18 h. inhibition, % at 11.9 µM. 330,000 compounds, 0.27% hits. AID 449728;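 active means inhibition above the campaign's mean inhibition across all tested compounds plus 3 SD, cut at about 9.9% in these data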;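 further: uninfected addAB+ strain grown without phage in ampicillin broth; 0% = DMSO wells and 100% = ciprofloxacin 0.95 µg/ml wells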
# AddAB inh – less growth of phage-infected E. coli with AddAB. inhibition, % at 11.9 µM. AID 435030. E. coli expressing H. pylori AddAB, absorbance growth. 330,000 compounds, 0.29% hits; in the data active means inhibition above about 12%;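 further: 0% = vehicle wells of infected cells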
# HTR5A inv ctr – inverse agonist of human HTR5A in OPRM1-OPRD1 counter-screen | P47898 | HTR5A cell line, luminescence, inverse agonism | inhibition, % at 9.3 µM | 340,000 compounds, 0.083% hits; in the data active means inhibition mostly above about 23%, no sharp cut-off; inactive means mostly below about 18%;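 further: 0% = cells with DMSO and 100% = no-cell wells with DMSO; some compounds called inactive have numbers as strong as hits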
# Target sequence (P47898 whole entry, looked up): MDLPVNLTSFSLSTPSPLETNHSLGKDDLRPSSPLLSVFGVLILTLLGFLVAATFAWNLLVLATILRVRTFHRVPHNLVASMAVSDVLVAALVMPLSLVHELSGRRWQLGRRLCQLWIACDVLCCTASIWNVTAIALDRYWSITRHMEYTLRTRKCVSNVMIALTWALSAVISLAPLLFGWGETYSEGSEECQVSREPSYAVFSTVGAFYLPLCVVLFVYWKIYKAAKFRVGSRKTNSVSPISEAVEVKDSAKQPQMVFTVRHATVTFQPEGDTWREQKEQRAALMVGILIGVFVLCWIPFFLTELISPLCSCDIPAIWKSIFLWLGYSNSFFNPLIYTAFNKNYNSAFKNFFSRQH
# Tat transport – blocks Tat-dependent protein export in E. coli | E. coli MC4100 TorA-mCherry Tat export, fluorescence | inhibition, % at 10 µM | 340,000 compounds, 0.036% hits;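 active means mean replicate inhibition at least 50% and at least half of replicates individually reaching 50%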;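 further: exported cargo escapes ClpAP degradation while cytoplasmic cargo is degraded and loses fluorescence; 0% = median of neutral control wells and 100% = median of NaSCN control wells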
# phage Ecoli inh – E. coli growth loss with phage present; growth absorbance; inhibition, % at 11.9 µM; 360,000 compounds, 0.26% hits; AID 651602; in the data active means inhibition above about 11%
# MOR-DOR ag – agonists of human mu-delta opioid receptor heterodimerization | cells, OPRM1-OPRD1 heterodimerization, luminescence | 340,000 compounds, 0.3% hits | activation, % at 9.3 µM; in the data active means activation above about 18%;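 further: 0% = vehicle-treated cells and 100% = reference agonist; values of inactives mirror those of a sister screen read the other way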
# PKA-R2B activ – activators of human PKA-R2B complex. PKA-R2B holoenzyme dissociation, Cy5-IP20 fluorescence polarization; R2B truncated from residue 108, S112A mutant; 0% DMSO only, 100% 113 µM cGMP. activation, % at 11.4 µM. 340,000 compounds, 0.079% hits. AID 504700;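 active means activation above a cutoff set at the mean over all compounds plus 3 SD, cut at about 18% in these data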;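 further: higher means more holoenzyme dissociation and a rise in polarization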
# Target sequence (P31323 whole entry, looked up, other chains not shown, the tested form may be a part): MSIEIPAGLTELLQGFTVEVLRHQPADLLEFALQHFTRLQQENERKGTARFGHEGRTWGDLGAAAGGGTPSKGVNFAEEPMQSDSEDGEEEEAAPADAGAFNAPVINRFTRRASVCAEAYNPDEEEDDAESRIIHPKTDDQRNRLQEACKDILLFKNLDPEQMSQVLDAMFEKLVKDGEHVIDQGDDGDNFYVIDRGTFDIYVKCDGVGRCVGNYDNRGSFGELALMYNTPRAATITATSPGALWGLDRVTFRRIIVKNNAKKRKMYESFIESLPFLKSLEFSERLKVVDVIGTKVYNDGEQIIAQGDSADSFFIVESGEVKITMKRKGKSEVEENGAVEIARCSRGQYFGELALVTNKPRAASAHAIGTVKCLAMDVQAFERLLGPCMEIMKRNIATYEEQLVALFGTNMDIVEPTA
# OPRM1-OPRD1 inv – inverse agonists of human mu-delta opioid receptor heterodimerization | P35372+P41143 | cell-based MOR-DOR heterodimer luminescence, inverse agonism | inhibition, % at 9.3 µM | 340,000 compounds, 0.21% hits | AID 504357; in the data active means inhibition above about 22%, passing the limit was not always enough;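 further: 0% = cells with DMSO and 100% = wells without cells with DMSO; values of inactives mirror those of a sister screen read the other way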
# PKA-R1A activ – activates the PKA-R1A holoenzyme complex; 340,000 compounds, 0.083% hits; PKA-R1A dissociation, Cy5-IP20 fluorescence polarization; scaled: DMSO 0%, 113 µM cGMP 100%; P00514+P68181; activation, % at 11.4 µM;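 active means percent activation above the mean of all tested compounds plus 3 SD, cut at about 19% in these data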;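 further: higher means more PKAc released from R1A so a rise in polarization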
# PfHsp90 set2 – reduces growth (ATP signal) of yeast expressing P. falciparum Hsp90. S. cerevisiae expressing PfHsp90, BacTiter-Glo ATP, 48 h; yeast lacking PDR1 and PDR3 efflux regulators. inhibition, % at 9.4 µM. 310,000 compounds, 0.32% hits. AID 504621;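 active means every replicate shows inhibition above about 80%, whatever the replicate mean, limit read from the data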;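 further: 0% = DMSO neutral controls and 100% = 20 µM radicicol positive controls; yeast relying on Plasmodium falciparum Hsp90 in place of its own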
# * hit, by the source's call; nt = not tested or not shown.
SMILES,Mot1-301 SUMO,E coli growth,AddAB inh,HTR5A inv ctr,Tat transport,phage Ecoli inh,MOR-DOR ag,PKA-R2B activ,OPRM1-OPRD1 inv,PKA-R1A activ,PfHsp90 set2
NC(=O)c1c(NC(=O)c2cc3ccccc3o2)sc2c1CCC2,-6.4,-1.7,0.4,2.9,5.3,0.5,0.5,-6.0,-2.8,-2.2,35.3
COc1cccc(C(=O)NCc2nnc(SCC(=O)Nc3nccs3)n2-c2ccccc2)c1,74.4,2.4,-0.5,-17.1,-12.3,1.2,-0.9,-7.9,4.8,-5.2,39.3
COc1ccc(C(=O)COC(=O)Cc2c[nH]c3ccccc23)c(OC)c1,-5.7,1.9,-0.3,-8.3,10.3,4.4,1.0,-4.5,-6.6,-3.5,-46.2
C#CCN1CC(C)/C(=N/O)CC1C (stereo not given),-0.3,-0.7,2.7,-2.4,3.4,2.0,-1.1,7.1,5.2,-5.1,6.4
COc1ccccc1/C=C(\C#N)C(=O)Nc1ccc(S(N)(=O)=O)cc1,-18.1,-1.5,0.0,-5.4,1.0,1.7,-0.4,-0.4,2.5,-11.3,1.0
O=S(=O)(Cc1noc(-c2ccccc2Cl)n1)c1ccccn1,-3.6,0.8,1.4,-0.2,2.6,1.4,-1.6,2.4,8.3,-4.5,-27.0
Cc1cc(C)n(-c2ccc(C(=O)OCC(=O)Nc3cc(S(C)(=O)=O)ccc3Cl)cc2)n1,-6.5,0.5,-2.5,3.1,2.9,3.0,1.5,17.1,-6.3,2.0,-6.6
COc1cc(C#Cc2c(-c3ccccc3OC)oc3ccccc23)cc(OC)c1,29.5,-0.4,2.0,12.9,0.5,-0.8,-4.9,-2.1,22.6,-4.7,1.2
Cc1nn(CC(=O)c2ccc(Br)s2)c(C)c1[N+](=O)[O-],-4.2,0.6,-0.7,5.8,-5.6,1.8,-2.9,7.3,14.2,-2.2,-15.7
Cn1c(=O)c2c(ncn2CC(=O)OCC(=O)Nc2ccc(F)cc2F)n(C)c1=O,nt,-2.4,0.4,1.2,-2.5,0.1,-2.7,3.2,10.5,8.5,-8.7
COc1cc(NC(=O)Cc2ccc(S(=O)(=O)N3CCOCC3)s2)c(OC)cc1Cl,-9.1,-0.6,0.5,12.3,0.0,1.8,-4.8,1.1,23.2,-15.8,16.2
O=C(C1=NN(c2ccccc2)C2C(=O)N(c3ccccc3)C(=O)C12)c1ccccc1 (stereo not given),-2.5,-0.3,3.2,0.5,-3.9,2.0,1.2,-6.7,-6.1,-9.2,2.3
O=C(COc1ccc([N+](=O)[O-])cc1Cl)N1CCc2ccccc21,2.6,-4.2,-1.9,-10.6,-4.7,-0.3,-1.2,-4.1,5.2,-0.1,-40.0
COc1ccccc1CNC(=O)CCNS(=O)(=O)c1ccc2c(c1)oc(=O)n2C,14.7,-0.5,1.9,-1.2,-0.1,2.5,-2.4,4.5,12.4,-0.6,-20.7
C=CCNCCCCOc1ccc(Br)cc1C,-6.1,-0.8,2.9,-4.2,0.5,4.7,-1.0,1.4,5.8,-6.3,9.0
O=C(O)/C=C/c1cnn(-c2ccccc2)c1,nt,nt,nt,11.7,2.1,3.8,3.2,2.0,-14.6,-0.9,-3.9
CCCOC(=O)CCCN1C(=O)/C(=C2\SC(=S)N(CCCC(=O)OCCC)C2=O)SC1=S,-12.8,1.3,6.5,nt,-3.3,-2.4,nt,nt,nt,nt,-21.0
Cc1cc(N/N=C/c2ccccc2Cl)nc(NCc2ccccc2)n1,21.6,-0.5,3.8,-2.1,-5.5,3.0,11.5,9.2,-63.7,1.9,-1.5
CCOC(=O)C(=COC(=O)c1ccccc1)NC(=O)Cc1ccccc1,nt,nt,nt,-8.1,-3.0,-0.2,-1.9,5.0,9.7,6.8,3.7
Cc1cc(NC(=O)CCC(=O)N(Cc2ccco2)C2(C(=O)NC3CCCC3)CCCCC2C)no1 (stereo not given),220.4,1.4,3.3,-14.8,0.8,-2.1,-1.3,1.9,7.9,4.0,7.1
COc1ccc(C2C(C#N)=C(N)Oc3cc(N)ccc32)cc1 (stereo not given),-1.6,nt,nt,5.2,4.1,-2.5,-0.2,2.3,1.1,6.6,-17.2
CCC(C)(C)C(=O)Nc1nnc(CCc2ccccc2)s1,131.2,-1.0,0.2,3.6,2.9,-1.3,0.1,-22.6,-0.5,-20.3,11.0
CCN1CCN(S(=O)(=O)c2ccc(Cl)c(C(=O)N(C)Cc3ccc(Cl)cc3Cl)c2)CC1,-9.8,2.1,1.0,9.5,3.4,3.4,-2.3,6.2,12.1,-1.5,-7.8
COc1cc2c(cc1NC(=O)CSc1ccccn1)oc1ccccc12,2.2,0.9,-0.2,-14.0,-15.2,2.0,1.1,4.1,-5.1,13.1,nt
Cc1ccc(C)c(N2CCN(C(=O)c3cc(S(=O)(=O)N4CCCC4)cn3C)CC2)c1,-3.8,2.1,-2.2,-0.6,0.3,0.8,0.9,6.3,-5.4,-4.5,-29.0
C=CC[C@@H](CC(=O)OC(C)(C)C)C(=O)OC[C@H]1CCCN1C(=O)[C@@H](CC=C)CC(=O)N(CCO)Cc1ccccc1,2.7,0.3,0.9,-11.1,9.1,1.6,4.0,-6.1,-18.2,-14.4,1.8
Cc1ccc(S(=O)(=O)/N=C2/NC(=O)/C(=C/c3ccccn3)S2)cc1,19.0,0.2,1.6,1.4,-4.6,5.3,-3.8,-5.6,18.8,-1.1,5.8
Cc1nnc(SCC(=O)c2c(N)n(C3CC3)c(=O)[nH]c2=O)n1-c1ccccc1,10.3,-0.9,-0.9,-10.7,5.6,1.1,-0.3,5.4,1.1,-5.5,nt
COC(=O)c1cc(=O)n(-c2c(Cl)cc(C(F)(F)F)cc2Cl)[nH]1,-6.1,-0.8,4.0,20.8,4.5,2.8,-3.1,-1.1,15.7,0.0,8.2
COc1ccc(-n2nnnc2-c2ccc(S(C)(=O)=O)cc2Cl)cc1,37.7,-0.9,-0.4,-5.4,-7.8,-0.9,-1.5,10.7,8.5,14.5,3.2
O=C(NCCN1CCCCC1)c1cc(COc2c(F)cccc2F)on1,-20.9,0.2,-0.9,5.2,22.6,0.1,-0.8,0.6,4.3,6.1,2.2
CN(C)S(=O)(=O)c1ccc(N2CCCC2)c(C(=O)Nc2nc3c(ccc4ccccc43)s2)c1,-4.2,-1.3,-2.5,-8.5,-3.0,0.2,-2.7,4.5,14.7,-8.2,-8.3
CCOc1cccc(CN2CCN(c3cccc(C(F)(F)F)c3)CC2)c1O,-9.3,1.8,-0.2,-9.0,8.5,3.5,4.8,-10.8,-25.7,-10.6,20.5
COc1ccc(CNc2oc(Cc3cccc4ccccc34)nc2C#N)cc1,41.9,2.9,-0.7,16.5,2.4,6.4,1.4,8.1,-7.8,12.5,-10.3
COc1ccc(NC(=O)c2csc3c2CCCCC3)c(OC)c1,6.0,2.1,-0.1,-7.0,6.9,4.8,3.0,-7.2,-15.3,10.1,-8.0
N#Cc1cc2ccccc2n2nnnc12,-18.5,1.6,1.9,-0.1,-1.2,3.1,0.8,5.2,-6.2,1.8,10.7
CCOc1cc(N2CCOCC2)c(OCC)cc1NC(=O)CN1CCCC(C)C1 (stereo not given),8.6,0.1,-0.3,-5.9,-5.4,3.0,3.9,-1.3,-19.4,2.0,-11.4
Cc1ccc(S(=O)(=O)N2CCN(C(=O)CSc3ncn[nH]3)CC2)cc1,2.4,-0.1,1.9,10.3,0.9,0.9,-1.0,-8.3,4.0,3.5,14.6
COc1ccc(CCNC(=O)CN2CCN(S(=O)(=O)c3ccc(Cl)cc3)CC2)cc1OC,3.3,1.6,0.2,-1.4,1.4,0.8,-0.2,-0.7,1.1,7.7,-2.1
COC(=O)C1=C(C)N(C)C(=S)N(C)C1c1cccc(Br)c1 (stereo not given),10.9,1.8,1.4,8.5,-5.4,0.6,0.5,-9.0,-2.5,-12.4,28.1
CC(=O)Nc1ccc(NS(=O)(=O)c2c(Cl)cccc2Cl)cc1,-2.6,-2.2,3.5,-21.0,1.6,2.8,-3.3,7.6,17.5,-5.2,-16.5
CN(C)CCCN(C(=O)COc1ccccc1)c1nc2cc3c(cc2s1)OCO3,11.5,-1.9,1.3,10.6,-7.3,2.0,7.3,-3.9,-23.9,-2.5,2.6
CN(C)CCCNc1c2c(nc3cc(-c4cccc(F)c4)nn13)CCC2,8.7,-1.5,1.0,0.3,5.4,3.3,-1.9,-3.4,9.4,-0.3,2.6
COc1cc(CNn2c(C)n[nH]c2=S)cc(Br)c1OCc1ccc(F)cc1,-11.3,1.8,-0.8,35.2,0.3,3.4,3.5,-3.4,-16.9,-4.7,-11.0
CC[C@@H](C)[C@@H](C(=O)N1CCNCC1)n1cc(CCC(=O)O)nn1,11.4,-1.2,3.1,-5.4,-3.7,1.7,-2.3,3.9,13.4,3.1,2.0
COc1ccc(N/C(=C2\CCCC2=O)C2CCCCC2)cc1,-6.8,0.2,1.8,6.4,1.9,-0.8,2.3,5.7,-10.5,-7.5,3.8
COc1ccc(OC)c(-c2oc3ccccc3c(=O)c2O)c1,264.3,2.4,2.2,-4.9,0.0,2.0,-0.6,-8.1,3.3,-0.5,18.7
COc1ccc(NC(=O)COC(=O)C(NC(=O)c2ccc(C)cc2)C(C)C)cn1 (stereo not given),-18.1,-1.1,-0.7,19.2,-9.0,1.2,-2.2,1.1,8.6,3.0,-1.0
Cc1nc(C)c(C(=O)C2=C(O)C(=O)N(CCN3CCOCC3)C2c2cccnc2)s1 (stereo not given),1.1,0.4,2.2,19.9,3.9,1.4,-2.0,-2.0,9.1,-1.3,-14.8
Cc1cc(C)n(-c2cc(=O)n(C)c(=O)n2C)n1,7.6,0.4,1.4,-7.1,-5.1,3.2,-2.2,1.3,12.5,4.0,3.6
Cc1cccc(N2N=C(C(=O)N3Cc4ccccc4CC3C(N)=O)CCC2=O)c1 (stereo not given),0.8,1.1,3.9,-9.6,-7.5,0.1,-2.5,-9.9,10.2,2.5,-18.6
C[C@H](CO)N1C[C@H](C)[C@@H](CN(C)Cc2ccc(Cl)c(Cl)c2)Oc2c(NS(=O)(=O)c3cn(C)cn3)cccc2C1=O,38.0,-3.0,0.8,18.5,2.7,2.5,-0.1,5.1,0.6,3.8,-20.0
Cc1noc(C)c1C(=O)OCC(=O)NCc1ccccc1,nt,nt,nt,-4.6,-9.8,3.5,-2.9,10.6,16.0,6.5,25.8
Cc1cccc2cc(C3CC(c4ccco4)=NN3C(=O)CCC(=O)O)c(Cl)nc12 (stereo not given),18.7,1.0,2.5,-0.4,0.5,2.5,-2.1,8.0,10.9,8.3,-9.0
O=[N+]([O-])c1ccc(N2CCNCC2)c(S(=O)(=O)N2CCOCC2)c1,118.9,-1.2,1.4,-1.0,-2.3,3.6,1.2,-9.7,-6.2,3.1,9.1
